# D2 agonist: agonists of human D2 dopamine receptor; AID 485358; HEK293 T-REx D2 cells, calcium flux agonist mode; activation, % at 2 µM; hit rate 0.53% among 340,000; P14416;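 active = activation over 3 SD above normal in the single-dose calcium agonist read, cut at about 30% in these data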; note: 0% is about no effect
#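 Agonism scored from kinetic calcium signal (1 read/sec, 180 s) following compound pin transfer, after a 10 s baseline. Cells: HEK293 Trex line expressing inducible D2 receptor coupled to calcium, dye-loaded after overnight culture at 30 C.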
# RXFP1 agonist: RXFP1 (human) receptor agonism. Q9HBX9. HEK293T-RXFP1 cAMP TR-FRET, 30 min; response scale: percent of porcine relaxin response, buffer zero. Potency, µM (doses to about 57.5 µM), for inactives: at the top dose activation, most hits filed as activators. hit rate 0.3% among 370,000. AID 2676; active = well fitted activation curve with a large enough effect; inconclusive = small, poorly fitted or top-dose-only effect; note: potency is the fitted concentration of half-maximal effect; % is set by controls: 0 for no effect and ±100 for the full control effect; nearly all actives have a fitted effect of over 60% in size; many of its hits are not listed in these tables
#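 Agonist response is measured as cAMP accumulation in an RXFP1-transfected HEK293T line under PDE4 inhibition. Values are scaled between buffer-only and 29 nM porcine relaxin, and EC50s come from standard Hill equation fits.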
# D2 PAM: positive allosteric modulators of human D2 dopamine receptor. P14416. hit rate 0.34% among 340,000. AID 485347. potentiation, % at 10 µM. HEK293 T-REx D2, calcium flux, EC20 dopamine potentiation;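 active = potentiation over 3 SD above the plate norm, cut at about 30% in these data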; note: 0% is about no effect
#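 Potentiation of an EC20 dopamine calcium response measured kinetically over 180 s, after a preceding 180 s compound-only read flagging agonists. Cells: inducible Hek293 Trex D2 line, 4000/well, cultured overnight at 30 C before dye loading.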
# D1 antagonist: blocks dopamine activation of the human D1 receptor. HEK293 TREx D1 cells, calcium flux, dopamine EC80; active compounds read low. activity change, negative = inhibition, % at 10 µM. hit rate 3.2% among 360,000; in the data active = activity change below about -30%; note: % is set by controls: 0 for no effect and ±100 for the full control effect
# Target sequence (P21728 whole entry, looked up): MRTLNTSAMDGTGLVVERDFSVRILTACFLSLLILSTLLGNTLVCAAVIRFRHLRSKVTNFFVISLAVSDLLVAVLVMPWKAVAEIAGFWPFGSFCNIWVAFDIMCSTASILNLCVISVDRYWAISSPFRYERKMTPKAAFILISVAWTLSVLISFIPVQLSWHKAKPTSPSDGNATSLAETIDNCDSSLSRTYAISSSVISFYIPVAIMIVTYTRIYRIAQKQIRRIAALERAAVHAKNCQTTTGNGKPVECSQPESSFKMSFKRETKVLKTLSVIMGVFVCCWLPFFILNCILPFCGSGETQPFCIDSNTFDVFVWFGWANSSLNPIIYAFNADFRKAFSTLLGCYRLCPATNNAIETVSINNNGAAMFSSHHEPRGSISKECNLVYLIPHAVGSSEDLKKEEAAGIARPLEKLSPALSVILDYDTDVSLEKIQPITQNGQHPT
#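 Compound effects on dopamine-evoked calcium signalling were measured in tetracycline-induced HEK293 Trex D1 cells. Dopamine at EC80 followed a 180 s compound pre-read, and fluorescence was tracked kinetically for 180 s more.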
# RXFP1 antag: RXFP1 (human) relaxin receptor antagonism; Q9HBX9; activity change, negative = inhibition, % at 57.5 µM; HEK293-RXFP1, relaxin-stimulated cAMP HTRF, 30 min; active compounds read low; hit rate 0.59% among 350,000;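 active = activity change of -60% or lower, but not beyond a set lower limit; inconclusive = change between -60% and -40%, or beyond the set limit; inactive = change above -40%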; note: % is set by controls: 0 for no effect and ±100 for the full control effect
# D2 antag: antagonizes the human D2 dopamine receptor. P14416. HEK293 TREx D2 cells, calcium flux, dopamine EC80. inhibition, % at 10 µM. hit rate 2% among 340,000. AID 485344; in the data active = inhibition above about 30%; note: 0% is about no effect
#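 Read-out: kinetic calcium fluorescence (1 cycle/s) in inducible HEK293 T-REx D2 cells after an EC80 dopamine addition that followed 180 s compound preincubation. Loss of the dopamine response indicates antagonism.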
# TRHR PAM: allosterically enhances the human TRH receptor | TRHR cells, fluo-8 calcium fluorescence, EC20 TRH enhancement | enhancement, % at 2 µM | hit rate 0.66% among 360,000 | AID 493056; in the data active = enhancement above about 30%; note: 0% is about no effect
# Target sequence (P34981 whole entry, looked up): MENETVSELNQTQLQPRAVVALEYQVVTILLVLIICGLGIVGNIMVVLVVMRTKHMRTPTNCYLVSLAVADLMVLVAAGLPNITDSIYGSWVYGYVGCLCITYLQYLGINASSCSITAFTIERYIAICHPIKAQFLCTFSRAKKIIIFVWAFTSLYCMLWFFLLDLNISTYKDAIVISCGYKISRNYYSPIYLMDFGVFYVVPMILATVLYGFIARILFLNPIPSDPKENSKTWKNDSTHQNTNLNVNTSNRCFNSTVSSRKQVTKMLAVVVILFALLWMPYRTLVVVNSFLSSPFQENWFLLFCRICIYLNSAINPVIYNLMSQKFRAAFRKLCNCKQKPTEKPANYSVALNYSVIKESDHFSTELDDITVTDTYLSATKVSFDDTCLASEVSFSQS
#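 TRHR-expressing cells loaded with fluo-8 calcium dye were read kinetically (ex 480/em 530) during compound addition, then stimulated with an EC20 of TRH (10 nM final). Enhancement of the Gq-mediated intracellular calcium response was scored.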
# D1 agonist: human D1 receptor agonism; AID 504660; hit rate 1% among 360,000; HEK293 T-REx D1 cells, calcium flux, agonist mode; activation, % at 2 µM; in the data active = activation above about 30%; note: 0% is about no effect
#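 Agonism was scored from calcium flux recorded over 180 s (1 read/s) after pintool compound addition, following a 10-cycle baseline. Cells were inducible force-coupled HEK293 TREx D1, plated overnight at 30 C and loaded with no-wash calcium dye.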
# D1 PAM: human D1 dopamine receptor positive modulation; P21728; HEK293 TREx D1 cells, calcium flux, dopamine EC20 potentiation; potentiation, % at 10 µM; hit rate 0.036% among 360,000; AID 504651; in the data active = potentiation above about 30%; note: 0% is about no effect
# * marks the source's active call; other numbers are inactive results; ? = inconclusive; . = not tested or not shown. These rows are one share of the data; rates above refer to the full screens.
No.	Structure	D1 PAM	RXFP1 antag	TRHR PAM	D1 agonist	D2 PAM
1	O=C(COC(=O)CCC1CCCC1)Nc1ccccc1OC(F)F	-3	-8	-6	1	-2
2	COc1ccc(NC(=O)N/C=C/c2ccccc2)cc1	-3	14	-4	8	-4
3	CC(C)Nc1ccccc1	2	.	2	0	11
4	Cc1cc(C)c2cc(CNC3CCCC3)c(Cl)nc2c1	-4	-2	5	4	-15
5	O=[N+]([O-])c1cc(S(=O)(=O)/N=C(/c2ccccc2)N2CCOCC2)ccc1Cl	0	5	-4	-3	-5
6	C(=C\c1ccccc1)/C=N/n1cnnc1	-2	-12	7	5	-1
7	CC(=O)NC(Cc1ccc(C(C)C)cc1)C(=O)NC1CCN(C(=O)c2cccc(C)c2)CC1 (stereo not drawn)	0	-5	-2	0	10
8	COc1cccc(N(CC(=O)NC2CCCC2)C(=O)CCC(=O)Nc2nccs2)c1	0	-9	0	0	-11

No.	D2 agonist	D1 antagonist	D2 antag	RXFP1 agonist
1	-1.0	-5	7	2.1%
2	1.0	-12	15	-0.2%
3	0.4	.	5	-0.2%
4	-0.6	-11	11	-0.3%
5	-0.2	-27	-7	2.8%
6	0.7	-10	3	0.7%
7	0.6	-8	3	1.0%
8	-0.8	-2	6	1.5%

# (cont.)
No.	Structure	D1 PAM	RXFP1 antag	TRHR PAM	D1 agonist	D2 PAM
9	CCOC(=O)c1c(C)n(C)c2ccc(OC)c([N+](=O)[O-])c12	0	-7	0	0	1
10	CCC(C)NC(=O)COC(=O)c1ccc(Cl)cc1O (stereo not drawn)	12	7	0	2	12
11	CN(C(=O)c1ccc(COc2ccccc2Br)o1)c1ccccc1	0	-20	-6	4	-16
12	CCOC(=O)c1ccc(NC2SC(=O)N(Cc3cccc(C(=O)O)c3)C2=O)cc1 (stereo not drawn)	-2	-1	-1	0	6
13	Cc1ccc(SCC(=O)N=C2NC(=O)CS2)cc1	-1	-4	4	3	11
14	CCOC(=O)COc1cc(Br)c(/C=N/Nc2ccccc2)cc1OC	-9	25	-1	0	-3
15	CCn1cc(Br)c(C(=O)Nc2ccc(F)cc2F)n1	0	-5	-7	0	.
16	Cc1ccc(S(=O)(=O)Cn2nnnc2CN(Cc2ccco2)CC2CCCO2)cc1 (stereo not drawn)	-4	8	-1	-4	3

No.	D2 agonist	D1 antagonist	D2 antag	RXFP1 agonist
9	1.3	5	5	-2.1%
10	0.1	8	-19	?
11	-1.2	-12	44*	-0.7%
12	.	3	.	-1.4%
13	-0.4	7	-7	-2.5%
14	-0.3	4	20	27%
15	.	5	.	-1.2%
16	-0.2	10	6	-0.3%

# D2 antag, entries above that show a hit.
entry	Molecule	D1 PAM	RXFP1 antag	TRHR PAM	D1 agonist	D2 PAM	D1 antagonist	D2 antag	RXFP1 agonist
11	CN(C(=O)c1ccc(COc2ccccc2Br)o1)c1ccccc1	0	-20	-6	4	-16	-12	44*	-0.7%

# Further results
No.	Structure	D1 PAM	RXFP1 antag	TRHR PAM	D1 agonist	D2 PAM
17	CCCC(=O)Nc1ccc(C(=O)NNC(=S)NC(=O)c2ccc(Br)o2)cc1	1	3	1	2	-5
18	COc1cccc(NC(=O)COC(=O)c2ccc(C)c(S(=O)(=O)N3CCCCC3)c2)c1	.	3	3	13	-15
19	CCCN(CCC)CCCNC(=O)c1cc2cc3ccc(Cl)cc3nc2o1	-6	3	40*	2	5
20	CC(=O)Nc1ccc(S(=O)(=O)N2CCN(CC3CC4C=CC3C4)CC2)cc1 (stereo not drawn)	-6	7	5	10	20
21	O=S(=O)(c1ccc(Cl)cc1)N1CCC(O)(c2cccnc2)CC1	-3	-17	-17	1	20
22	O=C(c1cc(COc2ccc(F)cc2Cl)on1)N(CCO)Cc1cccs1	-7	-9	-7	14	5
23	Cc1cc(C)cc(NC(=O)CSc2nc3ccccc3nc2N2CCCC2)c1	6	0	-5	0	.
24	O=C1S/C(=C/c2ccc(N3CCOCC3)o2)C(=O)N1Cc1ccc(F)cc1	-5	-6	-6	83*	-9

No.	D2 agonist	D1 antagonist	D2 antag	RXFP1 agonist
17	-1.1	-5	24	1.5%
18	0.3	-28	27	0.3%
19	0.7	-14	4	0.5%
20	-0.1	0	-7	1.1%
21	-0.4	15	-3	-0.8%
22	-1.7	-23	19	1.2%
23	.	35	.	9.9%
24	20	-4	4	1.3%

# Following part:
No.	Structure	D1 PAM	RXFP1 antag	TRHR PAM	D1 agonist	D2 PAM
25	CCOc1ccc(NC(=O)CCC(=O)Nc2nnc(CC)s2)cc1	10	-4	-3	0	-2
26	CN(CC(=O)Nc1cccc(F)c1)C(=O)c1ccc(N2CCOCC2)c([N+](=O)[O-])c1	-4	-5	-2	6	8
27	c1cc2c(cc1CN1CCN(C3CCCCCC3)CC1)OCO2	-1	6	-3	2	-33
28	O=C1NC2(CCCCC2)C(=O)N1/N=C/c1ccc(O)cc1O	-4	-10	4	3	4
29	Cc1ccc(NC(=O)[C@H](CC(C)C)NC(=O)[C@@H]2Cc3ccccc3CN2)cc1	6	2	-4	-1	-10
30	CNC(=O)CSc1nnc(-c2ccco2)n1-c1ccccc1OC	12	-16	-13	3	.
31	COC(=O)Nc1ccc(S(=O)(=O)N2CCN(CCN3C(=O)C4C5C=CC(C5)C4C3=O)CC2)cc1 (stereo not drawn)	-4	-7	-1	1	-5
32	O=C(CCN1C(=O)/C(=C/c2cccs2)SC1=S)Nc1ccccn1	-8	6	0	45*	7

No.	D2 agonist	D1 antagonist	D2 antag	RXFP1 agonist
25	-0.3	5	21	0.3%
26	0.2	-24	-5	0.1%
27	0.4	-19	11	-1.8%
28	.	21	-15	-0.1%
29	0.6	40	3	0.1%
30	.	6	.	1.2%
31	-0.3	-4	0	-4.9%
32	2.2	-13	3	-1.0%

# Single values from above:
# entry 32 – RXFP1 antag: 6
# entry 26 – TRHR PAM: -2

# (listing goes on)
No.	Structure	D1 PAM	RXFP1 antag	TRHR PAM	D1 agonist	D2 PAM
33	COc1ccc(OC)c([C@@H]2OCCC=C[C@H]2C)c1	-2	.	2	2	20
34	Cc1cccc(NC(=O)CSc2nc3ccccc3c3nc(CCn4cncc4C)nn23)c1	1	6	0	1	0
35	Cc1c2c(n3c(nc4ccccc43)c1C#N)N(CCN(C)C)CC2	0	?	1	1	0
36	Cc1ccc(CN2CC(C(=O)N(C)CC(=O)Nc3cccc(F)c3)CC2=O)cc1 (stereo not drawn)	0	0	5	0	-4
37	CC(C)(C)c1ccc(/C=C/C(=O)N2CCOCC2)cc1	-3	-11	5	15	21
38	COc1cccc(Cn2c(=O)cc(C)c3c(C)nn(C)c32)c1	-7	-6	-5	16	-1
39	Cc1cccc(NC(=O)c2ccc3nsnc3c2)c1C	-4	10	-2	1	.
40	CC1=NN(C(N)=S)C(=O)C1N=Nc1ccc(S(N)(=O)=O)cc1 (stereo not drawn)	-1	16	0	0	-2

No.	D2 agonist	D1 antagonist	D2 antag	RXFP1 agonist
33	-1.1	5	-4	0.9%
34	-0.2	8	.	3.4%
35	0.4	-1	0	?
36	0.0	-6	4	-0.2%
37	0.3	-9	-11	-2.5%
38	0.2	-16	.	-0.4%
39	.	-8	.	2.6%
40	1.0	-17	-11	-0.1%

# Additional records follow.
No.	Structure	D1 PAM	RXFP1 antag	TRHR PAM	D1 agonist	D2 PAM
41	COc1ccccc1-c1nnc(C2CCN(C(=O)c3ccc(Cl)cc3)CC2)o1	2	-17	50*	2	2
42	CCOC(=O)c1nc2nc(-c3cccs3)cc(C(F)(F)F)n2n1	-1	4	1	1	13
43	COc1cccc(/C=C/c2nc(C#N)c(NCCc3ccc(OC)c(OC)c3)o2)c1	1	.	-12	1	4
44	Cc1cccc(-c2nc(SCC(=O)N3CCc4ccccc43)c3c(=O)n(C)c(=O)n(C)c3n2)c1	-6	8	1	1	6
45	CCCC(=O)N(c1ccc2oc(=O)sc2c1)S(=O)(=O)c1ccccc1	-1	-23	1	1	.
46	O=C(NCCc1ccccc1)c1ccc(CS(=O)(=O)Cc2ccc(F)cc2)o1	0	9	-4	1	-11
47	O=C(Cn1nnc(-c2ccccc2)n1)NCc1ccc2c(c1)OCO2	-8	-15	11	3	11
48	CCC(C)NC(=O)CSc1nnc(-c2ccc(Cl)cc2)n1N (stereo not drawn)	-6	-3	-1	1	-1

No.	D2 agonist	D1 antagonist	D2 antag	RXFP1 agonist
41	-0.5	-12	.	3.1%
42	2.3	-2	-4	7.1%
43	-1.3	4	.	24%
44	0.8	-9	.	1.7%
45	1.7	-7	-9	0.2%
46	1.0	3	0	2.5%
47	-2.0	15	8	-0.9%
48	0.6	1	3	-1.9%

# Carrying on.
No.	Structure	D1 PAM	RXFP1 antag	TRHR PAM	D1 agonist	D2 PAM
49	O=S(=O)(NCc1ccc2c(c1)OCO2)c1cccc2nsnc12	-1	29	-8	1	0
50	Cc1ccc(-n2c(-c3ccncc3)n[nH]c2=S)cc1	-3	-8	0	-2	4
51	COc1ccc(-c2nn(Cc3ccccc3)cc2C(=O)N2CCN(c3ncccn3)CC2)cc1	-1	-1	11	1	19
52	CON(c1nc(Cl)nc(N(C)C)n1)S(=O)(=O)c1ccccc1Cl	0	2	2	2	-7
53	Nn1cc(-c2ccccc2)nc1SCC(=O)Nc1ccc(S(N)(=O)=O)cc1	1	13	1	4	16
54	CCOC(=O)C(=NCC1CCCO1)NNc1ccccc1Cl (stereo not drawn)	-2	-25	10	1	6
55	Cc1cc(=O)[nH]c2cc(Cl)ccc12	-3	7	0	3	-6
56	Cc1cccn2c(=O)cc(COc3cccc(NC(=O)c4cccc(Cl)c4)c3)nc12	-3	-4	5	-2	8

No.	D2 agonist	D1 antagonist	D2 antag	RXFP1 agonist
49	-0.1	-4	-4	-1.1%
50	0.2	17	1	1.9%
51	0.3	-10	-3	0.6%
52	-0.6	-11	-1	-1.6%
53	0.3	8	5	2.8%
54	1.0	-1	-2	0.0%
55	0.0	5	11	1.7%
56	-0.9	-14	.	3.5%

# A different layout for 5 compounds above:
No.	molecule	D1 PAM	RXFP1 antag	TRHR PAM	D1 agonist	D2 PAM	D2 agonist	D1 antagonist	D2 antag	RXFP1 agonist
51	COc1ccc(-c2nn(Cc3ccccc3)cc2C(=O)N2CCN(c3ncccn3)CC2)cc1	-1	-1	11	1	19	0.3	-10	-3	0.6%
56	Cc1cccn2c(=O)cc(COc3cccc(NC(=O)c4cccc(Cl)c4)c3)nc12	-3	-4	5	-2	8	-0.9	-14	.	3.5%
55	Cc1cc(=O)[nH]c2cc(Cl)ccc12	-3	7	0	3	-6	0.0	5	11	1.7%
52	CON(c1nc(Cl)nc(N(C)C)n1)S(=O)(=O)c1ccccc1Cl	0	2	2	2	-7	-0.6	-11	-1	-1.6%
50	Cc1ccc(-n2c(-c3ccncc3)n[nH]c2=S)cc1	-3	-8	0	-2	4	0.2	17	1	1.9%

# Bioassay records deposited in PubChem BioAssay by National Center for Advancing Translational Sciences (NCATS).
